High-throughput results from PubChem.
HT1080 IDH1KD tx – toxicity to HT-1080 IDH1 knockdown cells (counter line); HT-1080 IDH1 knockdown viability, ATP luminescence, 48 h; Potency, µM (top dose mostly 46.1 µM), for inactives: at the highest dose activity, negative = toxicity, most hits filed as cytotoxic; hit rate 2% among 360,000;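 note: potency is the fitted concentration of half-maximal effect; 0% = DMSO wells and -100% = cell-free medium wells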
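Luminescent ATP read-out (CellTiter-Glo, 10 min at room temperature) after 48 h compound exposure at 37 °C gave viability of IDH1-knockdown HT-1080 cells. Activity was normalised to DMSO and cell-free wells, then fitted as concentration-response curves.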
IL-1B inflam inh – blocks inflammasome-driven IL-1 beta release. THP-1 LPS/ATP IL-1B secretion, AlphaLISA, 16 h; stronger effect = lower value. hit rate 4.7% among 360,000. activity change, % at 57.5 µM; in the data active = activity change below about -50%; inconclusive = mostly about -30% to -49%; note: % is set by controls: 0 for no effect and ±100 for the full control effect
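Secreted IL-1B measured by AlphaLISA bead assay after 16 h compound exposure of THP-1 cells; compounds (final up to 57.5 uM) added 1 h before LPS (250 ng/mL) and ATP (1.25 mM) stimulation; lower signal means less secretion.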
KB-V1 cytotox – kills drug-selected multidrug resistant KB-V1 cells; KB-V1 MDR cells viability, CellTiter-Glo, 72 h; Potency, µM (highest dose often 46.1 µM), for inactives: at the top dose activity change, negative = cytotoxicity, most hits filed as cytotoxic; hit rate 3.4% among 400,000; AID 1347076; note: potency is the fitted concentration of half-maximal effect; % is set by controls: 0 for no effect and ±100 for the full control effect; nearly all actives have a fitted effect of over 60% in size
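Compound-treated KB-V1 multidrug-resistant cells, 72 h, 37 degrees C; viability by CellTiter-Glo. Fitted qHTS curves give the values.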
ATXN viability – reduces viability in counter-screen for ATXN expression inhibitors; Potency, µM (series often up to 56.7 µM), actives largely listed as cytotoxic; S2 cells (HEK-293 line with an ATXN2-luciferase reporter) viability, CellTiter-Fluor protease fluorescence, 24 h; hit rate 0.49% among 400,000; note: potency is the fitted concentration of half-maximal effect; nearly all actives have a fitted effect of over 40% in size
MCF10A rerep – DNA re-replication induction in MCF 10a cells | MCF 10A DNA re-replication, Hoechst nuclear intensity, 48 h | Potency, µM (highest dose often 46.1 µM), for inactives: top-dose activity, positive = re-replication, most hits filed as activators | hit rate 2.9% among 350,000; note: potency is the fitted concentration of half-maximal effect; % of control where 0% means no effect; nearly all actives have a fitted effect of over 50% in size
ATXN2 expr inh – ATXN2 expression inhibition; AID 1745845; Potency, µM (highest dose often 57 µM), without a hit: at the top dose activity change, negative = inhibition, usual class: inhibitors; hit rate 0.72% among 360,000; HEK-293 ATXN2-luciferase reporter, luminescence, 24 h; note: potency is the fitted concentration of half-maximal effect; % is set by controls: 0 for no effect and ±100 for the full control effect; nearly all actives have a fitted effect of over 55% in size
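qHTS (up to 57 uM final) was run with 24 h compound exposure of reporter cells at 37 °C. Each well was multiplexed: SteadyGlo luminescence measured ATXN2-luciferase expression after a fluorogenic Gly-Phe-AFC viability readout (25 uM final).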
KB-3-1 tox – kills parental KB-3-1 adenocarcinoma cells. Potency, µM (series often up to 46.1 µM), without a hit: top-dose activity change, negative = cytotoxic, hits mostly cytotoxic. hit rate 1.4% among 400,000. AID 1347075. KB-3-1 viability, CellTiter-Glo ATP luminescence, 72 h; note: potency is the fitted concentration of half-maximal effect; % is set by controls: 0 for no effect and ±100 for the full control effect; nearly all actives have a fitted effect of over 60% in size
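Cytotoxicity in the drug-sensitive parental line KB-3-1 was scored as loss of CellTiter-Glo luminescence following 72 h incubation with compound. Values come from curve fitting of normalized concentration-response data.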
HT1080NT lethal – kills 2HG-producing HT-1080-NT fibrosarcoma cells. HT-1080-NT fibrosarcoma viability, CellTiter-Glo ATP luminescence, 48 h. Potency, µM (top dose mostly 46.1 µM), without a hit: at the highest dose activity, negative = less viability, usual class: cytotoxic. hit rate 1.6% among 360,000. AID 686970;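 note: NT is the 2HG producing partner of a matched IDH1 knockdown line; potency is the fitted concentration of half-maximal effect; 0% = DMSO-treated cells and -100% = media-only wells without cells; nearly all actives have a fitted effect of over 55% in size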
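HT-1080-NT; 750 cells/well; 5% FBS RPMI; 48 h compound, 37 degrees C; CellTiter-Glo luminescence; curve fitting and curve-class assignment.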
SW480 rereplic – induces DNA re-replication in SW480 colon adenocarcinoma cells. hit rate 1.8% among 340,000. SW480 DNA re-replication, Hoechst DNA content imaging, 48 h. Potency, µM (doses to about 46.1 µM), inactives show at the highest dose re-replication activation, hits mostly activators; note: potency is the fitted concentration of half-maximal effect; % of control where 0% means no effect; nearly all actives have a fitted effect of over 55% in size
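Cells (250 per well) received 23 nL compound or DMSO by pin tool and were kept 48 hr at 37 C, 5% CO2. Nuclei were then stained with Hoechst for 40 min and scanned for DNA content.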
An asterisk follows results filed as active; i = inactive; ? = inconclusive; / = not tested or not shown; & = joins results of further samples; [ ] = dose if it differs, or a comment. Unless noted, calls come from the whole dose curve; as a rule, active = well fitted curve in the direction sought with a large enough effect; inconclusive = small, poorly fitted or top-dose-only effect, or another doubt; inactive = no such curve, though single readings can be large; an effect the other way counts as inactive or inconclusive. Compounds were not picked by outcome. About 11% of those tested had a hit in this group.

molecule,HT1080 IDH1KD tx,IL-1B inflam inh,KB-V1 cytotox,ATXN viability,MCF10A rerep,ATXN2 expr inh,KB-3-1 tox,HT1080NT lethal,SW480 rereplic
O=[n+]1c2c(n([O-])c3c1CCCC3)CCCCC2,8%[9.24 µM],3,1%,i,-2%,9%,4%,15%,-6%
CCn1c(=O)c(=O)[nH]c2cc(C(=O)NC3CCCc4ccccc43)ccc21 (configuration not stated),?,67,-1%,i,?,-16%,10µM*,?,?
Cc1noc(C)c1COC(=O)c1ccc(F)c(S(=O)(=O)N2CCCCC2)c1,?,27,?,i,12%,/,-13%,-9%,-58%[inhibitor]
Cc1cccnc1NC(=O)CCC(=O)c1cccs1,9%,24,24%,i,6%,1%,12%,0%,-18%
COc1ccc(-c2csc(NC(=O)CSCC(=O)Nc3cc(C)on3)n2)c(OC)c1,2%,-8,?,i,3%,8%,20%,1%,3%
CCCCC(=O)Nc1ccc(Cl)cn1,-4%,8,2%,i,4%,25%,-3%,8%,1%
O=C1S/C(=C\C=C\c2ccco2)C(=O)N1c1ccccc1,?,-78*,3%,i,?,11%,-19%,?,?
CC(C)CCC1(CCO)C(=O)N=C(N)NC1=O (configuration not stated),20%,8,5%,i,-2%,3%,?,8%,-1%
CCN1CCN(c2nnc(-c3ccc(C)cc3)c3ccccc23)CC1,-3%,?,0%,i,18%,3%,-6%,-8%,-7%
CCC(C(=O)NC(C)(C)C)N(Cc1cccs1)C(=O)CNS(=O)(=O)c1ccccc1 (configuration not stated),10%,-15,21%,i,0%,3%,6%,9%,-3%
Cn1c(SCC(=O)NC2CC2)nnc1-c1ccccc1Cl,4%,0,0%,i,-14%,8%,-3%,3%,6%
COc1cc(CN(C(=O)c2cccc(Cl)c2)c2ccccn2)cc(OC)c1OC,/,/,?,i,/,-20%,-14%,/,/
Cc1ccc(S(=O)(=O)N2CCC(c3nnc(SCCN4CCCC4)n3C)CC2)cc1,-2%,6,3%,i,?,-13%,-9%,-5%,1%
O=[N+]([O-])c1ccc(-[n+]2ccc3ccccc3c2)c([N+](=O)[O-])c1,?,-105*,5.2µM*,11µM*,?,?,4.6µM*,?,?
CC(C)Oc1ccc(C(=O)Nc2ccc(C(F)(F)F)n(C)c2=O)cc1,28%,-10,-4%,i,-4%,2%,11%,19%,-12%
CCc1ccc(NS(=O)(=O)c2ccc(C)c(C(=O)N3CCOCC3)c2)cc1,-1%,18,18%,i,9%,13%,10%,11%,0%
CCSc1nnc2nc3[nH]c4c(C)cccc4c3nn12,18%,13,-1%,i,-1%,55%[activator],0%,23%,-2%
O=C1NCCCC1C(=O)N/N=C/c1ccccc1[N+](=O)[O-] (configuration not stated),15%,19,15%,i,2%,10%,22%,8%,-12%
[O-][n+]1cccc2ncc3cscc3c21,3%,10,-4%,i,12%,/,2%,1%,-7%
COc1ccc(S(=O)(=O)N2CCC(C(=O)NC3CC3)CC2)cc1Cl,-1%,9,0%,i,-1%,-1%,-7%,2%,-2%
CCOC(=O)C1=C(C)NC(C)=C(C(=O)OCC)C1c1cccc([N+](=O)[O-])c1,-29%,-2,?,i,/,/,0%,-2%,/
Cc1c(Cl)cccc1NC(=S)N=Nc1c(O)n(CN2CCOCC2)c2ccccc12,?,3,-28%,?,8%,?,?,-13%,?
CCOC(=O)c1cnc2c(C)cc(Cl)cc2c1NCCCN1CCOCC1,5%,-73*,26%,i,23µM*,-14%,-12%,2%,0%
O=C(NC1CCN(Cc2ccccc2)CC1)c1ccccc1F,-1%[9.24 µM],-1,10%,i,12%,0%,-4%,-17%,-1%
O=C1c2ccsc2SCCN1Cc1ccc(Cl)cc1,-16%,-7,-1%,i,21%,-2%,4%,0%,-4%
CCCCCOC(=O)CSc1nc2c(c(=O)[nH]c(=O)n2C)n1CCc1ccccc1,12%,16,4%,?,-2%,-7%,6%,5%,-3%
COc1cc(NC(=O)NCC2CCN(Cc3ccc(C)cc3)CC2)cc(OC)c1OC,5%,-7,?,i,13%,-18%&7%,-6%&-6%,-4%,-9%
COC(=O)c1ccc(CSc2nnc(NC(=O)C3CC(=O)N(c4ccc5c(c4)OCCO5)C3)s2)cc1 (configuration not stated),-1%,-14,1%,?,0%,-10%,0%,5%,-5%
CC1(C)SCC2C(=O)N3C(CSC3(C)C)C(=O)N21 (configuration not stated),0%,34,-5%,i,3%,5%,-1%,-2%,-5%
CN(C)c1ccc(C=NCCC2(O)CCOC(C)(C)C2)cc1 (configuration not stated),8%,-7,1%,i,-5%,-8%,11%,11%,2%
NC(=S)N/N=C/c1c(O)c(Br)cc2oc3c(c12)CCCC3,-23%,21,?,i,?,?,21µM*,-22%,18µM*
Nc1nnc(-c2cccnc2)s1,7%,2,20%,?,0%,-2%,6%,3%,-6%
COC(=O)c1ccc(CSc2nnc(-c3ccncc3)o2)o1,-7%,-9,12%,i,6%,-10%,-1%,-7%,-2%
COc1cc(C2c3c(oc4ccc(F)cc4c3=O)C(=O)N2c2nc(C)c(C)s2)cc(OC)c1OC (configuration not stated),/,/,6%,i,/,11%,7%,/,/
Cc1cccc(-c2cnc3cccnn23)c1,0%,-9,-1%,?,/,41%[activator],0%,5%,/
Cc1cccc(C)c1NC(=O)CSc1nnc(-c2ccco2)c(-c2ccco2)n1,-11%,-77*,-7%,i,8%,-15%,-4%,10%,-3%
O=C(COC(=O)Cc1ccccc1F)Nc1ccc2[nH]c(=O)[nH]c2c1,0%,14,3%,i,1%,8%,0%,-12%,-2%
N#CCSc1nnc(-c2cccnc2)n1-c1ccccc1,17%,-7,-2%,i,-2%,1%,14%,11%,-5%
N=c1cc(C2(O)CCCCC2)n2c(nc3ccccc32)s1,25%,?,16µM*,i,18µM*,-13%,?,4%,?
O=C(COC(=O)Cc1cn2ccsc2n1)Nc1nc2ccccc2s1,3%,-5,2%,i,11%,4%,-1%,1%,-5%
O=C1c2ccccc2C(=O)N1CCCc1c[nH]c2ccccc12,-14%,-4,21µM*,i,?,28%,-12%,8%,26%
Cc1c(C(=O)NC2CCC(C)CC2)oc2ccccc12 (configuration not stated),15%,-3,-9%,i,4%,45%[activator],-9%,5%,-3%
COc1ccc(-c2noc(CCC(=O)N3CCN(c4cccc(C(F)(F)F)c4)CC3)n2)cc1,0%[9.24 µM],?,?,i,?,-25%,0%,-28%,-3%
O=C(COc1cccnc1[N+](=O)[O-])N1CCc2ccccc21,20%,-1,-4%,i,-3%,31%[activator],18%,3%,1%
c1ccc(CCCNCC2COc3ccccc3O2)cc1 (configuration not stated),9%,-5,-9%,i,-1%,2%,-1%,-11%,-4%
O=C(NCc1ccc(Cl)cc1)C(=O)NCC1OCCN1C(=O)c1cccs1 (configuration not stated),17%,-8,?,?,8%,4%,0%,17%,-1%
CCCCCCCN1CCC(=O)N(CCO)CC1,-2%,-7,?,i,-15%,6%,17%&3%,17%,2%
O=C(CC[C@H]1O[C@@H](n2ccc(=O)[nH]c2=O)[C@H](O)[C@@H]1O)NCc1ccccc1,4%,1,-8%,i,/,1%,-3%,1%,/
O=C1OC[C@@H]2CCCN2C(=O)[C@@H](CC(=O)N(CCO)Cc2ccccc2)C/C=C\C[C@@H]1Cc1ccc(F)cc1,0%,?,-5%,i,9%,-22%,-3%,15%,-8%
Cc1ccccc1NC(=S)c1nc2ccccc2[nH]1,-24%,12,?,i,?,79%[activator],?,-20%,8%

Entries of single compounds, looked up by structure:
Shown for Cc1ccccc1NC(=S)c1nc2ccccc2[nH]1 = HT1080 IDH1KD tx: -24%; IL-1B inflam inh: 12; KB-V1 cytotox: ?; ATXN viability: i; MCF10A rerep: ?; ATXN2 expr inh: 79%[activator]; KB-3-1 tox: ?; HT1080NT lethal: -20%; SW480 rereplic: 8%
Shown for c1ccc(CCCNCC2COc3ccccc3O2)cc1 (configuration not stated) = HT1080 IDH1KD tx: 9%; IL-1B inflam inh: -5; KB-V1 cytotox: -9%; ATXN viability: i; MCF10A rerep: -1%; ATXN2 expr inh: 2%; KB-3-1 tox: -1%; HT1080NT lethal: -11%; SW480 rereplic: -4%

(more compounds)
molecule,HT1080 IDH1KD tx,IL-1B inflam inh,KB-V1 cytotox,ATXN viability,MCF10A rerep,ATXN2 expr inh,KB-3-1 tox,HT1080NT lethal,SW480 rereplic
Cc1ccc(S(=O)(=O)N(C)Cc2nc(-c3ccccn3)no2)cc1,6%,11,0%,i,-1%,15%,0%,12%,3%
CCC(=O)Nc1ccc(C(=O)OCc2ccc(Cl)c(Cl)c2)cc1,-3%,-2,?,i,?,-6%,-6%,-4%,-3%
COc1ccc(-n2c(-c3ccc(F)cc3)cnc2SCC(=O)NCc2ccco2)cc1,-15%,?,-12%,i,-3%,17%,3%,1%,2%
COc1ccc(NS(=O)(=O)c2cccc(C(=O)NCc3ccco3)c2)cc1,-15%,-13,?,i,11%,1%,-11%,1%,-1%
CC(C)(CNC(=O)C1CCCN1C(=O)c1cccs1)N1CCOCC1 (configuration not stated),21%,3,-15%,?,-19%,-22%,-2%,-5%,3%
Cc1ccc(C(=O)OC(C)C(=O)Nc2ccc(S(N)(=O)=O)cc2)cc1S(=O)(=O)N1CCOCC1 (configuration not stated),2%,0,?,i,2%,-4%,-1%,7%,-3%
O=C(CC(C(=O)N1CCc2ccccc21)n1ccnc1)NCc1ccccc1 (configuration not stated),-13%,1,3%,i,0%,-6%,-2%,-16%,-4%
CCCCN(CC)CCNC(=O)c1ccc2c(Cl)c3c(nc2c1)CCC3,23µM*,?,-4%,i,0%,-35%,-21%,21µM*,1%
CCCC(=O)Nc1nc2c(OC)ccc(OC)c2s1,3%,4,1%,i,0%,14%,1%,0%,-3%
COc1ccc(N(C)C(=O)c2onc3c2CCCC3)cc1,-2%,-8,-8%,i,-6%,1%,-6%,2%,-2%
